Screening data: PubChem BioAssay, Sanford-Burnham Center for Chemical Genomics
Artemis inh = Artemis (human) endonuclease inhibition; Q96SD1; recombinant Artemis, quenched FAM hairpin cleavage fluorescence; inhibition, % at 10 µM; 0.78% of 30,000 active; AID 686954;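 active = at 10 µM dose, at least 30% inhibition, measured as corrected fluorescence normalized to stimulator and neutral control wells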
Target sequence (Q96SD1 whole entry, looked up): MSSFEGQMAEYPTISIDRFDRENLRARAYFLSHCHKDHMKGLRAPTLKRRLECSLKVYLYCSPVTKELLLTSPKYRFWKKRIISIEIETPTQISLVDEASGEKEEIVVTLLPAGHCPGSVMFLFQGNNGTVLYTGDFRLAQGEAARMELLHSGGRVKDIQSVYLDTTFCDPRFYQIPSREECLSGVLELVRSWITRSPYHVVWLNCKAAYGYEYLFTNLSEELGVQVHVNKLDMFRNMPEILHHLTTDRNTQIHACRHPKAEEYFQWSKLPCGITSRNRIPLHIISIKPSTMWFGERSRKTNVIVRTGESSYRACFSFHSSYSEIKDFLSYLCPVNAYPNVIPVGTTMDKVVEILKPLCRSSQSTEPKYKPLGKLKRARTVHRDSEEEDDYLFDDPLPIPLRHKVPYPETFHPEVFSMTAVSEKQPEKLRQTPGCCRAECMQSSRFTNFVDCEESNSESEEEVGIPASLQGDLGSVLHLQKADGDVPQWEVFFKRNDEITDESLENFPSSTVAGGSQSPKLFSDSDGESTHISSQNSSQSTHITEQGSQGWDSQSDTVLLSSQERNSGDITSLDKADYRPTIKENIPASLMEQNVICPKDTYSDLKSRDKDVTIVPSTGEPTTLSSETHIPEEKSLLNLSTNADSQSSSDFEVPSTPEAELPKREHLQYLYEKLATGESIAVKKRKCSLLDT
An asterisk follows results filed as active. Some of the compounds tested (hit frequency here may not be typical).

SMILES | Artemis inh
CC1CCN(C(=O)C2CCN(CC(C)c3ccccc3)CC2)CC1 (stereo unspecified) | -8
CCOc1ccccc1NC(=O)CSc1nnc(CNC(=O)c2ccco2)o1 | 1
COCC(=O)N(C)C1(c2nnnn2CCOC(=O)Nc2cccc3ccccc23)CCCC1 | -3
COc1ccc(Cc2nnc(NS(=O)(=O)Cc3ccccc3)s2)cc1 | -3
CN1CCN(C(=O)c2cn(-c3ccccc3)nc2-c2cccnc2)CC1 | -2
COc1ccc(CCNC2CC(=O)N(CCc3ccc(OC)c(OC)c3)C2=O)cc1 (stereo unspecified) | 1
CC(C)Cc1nc2n[nH]c(N)c2c2c1COC(C)(C)C2 | 1
COc1ccccc1C1/C(=C(/O)c2ccc(Cl)cc2)C(=O)C(=O)N1CCN1CCOCC1 (stereo unspecified) | 4
COc1cc(C(C)=O)ccc1OCC(O)CN1CCN(S(=O)(=O)c2ccccc2)CC1 (stereo unspecified) | 6
O=C1Nc2ccccc2/C1=N/c1sc2c(c1C(=O)NCCc1ccccc1)CCCC2 | 7
CC(=O)c1ccc(NC(=O)C(Cc2ccccc2)NC(=O)c2ccco2)cc1 (stereo unspecified) | 1
CCCc1cc(=O)[nH]c(SCC(=O)c2cc(C)n(C3CC3)c2C)n1 | -1
Clc1ccc(Oc2cccc(/C=N/n3cnnc3)c2)cc1 | 5
O=C(CSc1nnc(CN2CCOCC2)n1-c1ccc(Cl)cc1)N1CCc2ccccc21 | 3
CCCCC1(Cc2ccc(OC)c([N+](=O)[O-])c2)C(=O)N(c2ccccc2)N(c2ccccc2)C1=O | -2
O=C(Nc1ccc(Cl)c(C(F)(F)F)c1)N1CCCC(O)C1 (stereo unspecified) | -2
O=C(NC1CCCC1)C(c1cccs1)N(CC1CCCO1)C(=O)Cc1cccs1 (stereo unspecified) | -10
COC(=O)C1=C(Nc2ccc(OC)cc2)C=C(C)C(C(=O)OC)C1c1ccc(C)cc1 (stereo unspecified) | -2
Cc1nn(-c2ccc(F)cc2)c(C)c1NS(=O)(=O)c1ccc(Cl)cc1 | 1
Cc1nn(-c2ccccc2)c2c1C1(C(=O)N(C(C)C)c3ccccc31)C(C#N)=C(N)O2 (stereo unspecified) | -2
CCN(CC)C(=O)c1sc(NC(=O)Cc2ccc(OC)cc2)c(C#N)c1C | 1
COC(=O)c1ccc(NC(=O)CN2CCN(c3ccc(Cl)cc3)CC2)cc1 | -10
COCCn1c(COC)nc2ccccc21 | -2
CNC(=O)c1ccccc1F | 0
CC(C)Oc1ccc2ccccc2c1C=O | -6
COC(=O)c1cn[nH]c1N | -9
CCn1c(COc2ccc(Cl)cc2)nnc1SCC(=O)Nc1ccc2c(c1)OCO2 | -10
COc1ccc(OCC(=O)N2CCN(C(=O)c3ccccc3)CC2)cc1 | 4
O=C1CC(c2ccco2)CC(O)=C1C=Nc1cc(Cl)cc(Cl)c1 (stereo unspecified) | 4
CCn1c(SCC(=O)Nc2sc3c(c2C#N)CCCC3)nnc1-c1ccco1 | 8
Cc1cc(C(F)F)n2nc(C(=O)Nc3ccc(S(=O)(=O)N4CCCCCC4)cc3)nc2n1 | -12
Cc1ccc2nc3n(c(=O)c2c1)CCCCC3 | -5
CCCCn1nnnc1SCC(=O)c1cc(Cl)ccc1OC | 2
Cc1ccccc1NC(C)C(=O)N/N=C/c1ccccc1OCc1cccc(Br)c1 (stereo unspecified) | 10
CC(C)(C)N(C=C(Cl)Cl)C(=O)NC1CCCCC1 | -4
Cn1cccc1-c1nc2ccc(NC(=O)c3ccccc3)cc2[nH]1 | 0
O=C(c1ccccc1-c1nc2ccccc2[nH]1)N1CCCCC1 | 0
Cc1cccc(OCc2nc(C)cc(=O)[nH]2)c1 | -4
Cc1ccc(-n2c(C)cc(/C=N/Nc3ccc([N+](=O)[O-])cn3)c2C)cc1 | 16
Cn1c(=O)c2c(nc(N3CCCCCC3)n2CC(O)COc2ccccc2)n(C)c1=O (stereo unspecified) | 11

Some values from the entries so far:
`CCn1c(COc2ccc(Cl)cc2)nnc1SCC(=O)Nc1ccc2c(c1)OCO2` @ Artemis inh = -10
`Cc1ccc(-n2c(C)cc(/C=N/Nc3ccc([N+](=O)[O-])cn3)c2C)cc1` @ Artemis inh = 16
`O=C1CC(c2ccco2)CC(O)=C1C=Nc1cc(Cl)cc(Cl)c1` (stereo unspecified) @ Artemis inh = 4

Other records.
SMILES | Artemis inh
CCN1C(=O)N/C(=C/c2ccc(Sc3ccc(C)cc3)o2)C1=O | -3
Cc1ccc(-c2cc3nc(-c4ccccc4)cc(N)n3n2)cc1 | 1
CCOC(=O)N1CCN(Cc2cc(=O)oc3cc4c(cc23)CCC4)CC1 | 3
COc1ccc(OC)c(-c2cc(C(=O)N3CCN(c4ncccn4)CC3)c3ccccc3n2)c1 | 1
CC(=O)Nc1ccc(OCC(=O)NC(C)C(C)C)cc1 (stereo unspecified) | -4
O=C(C1CCN(S(=O)(=O)N2CCOCC2)CC1)N1CCN(Cc2ccccc2)CC1 | -6
CC(C)CC(c1nnnn1C(C)C)N1CCN(c2ccccc2)CC1 (stereo unspecified) | -4
CCC(=O)Nc1ccccc1N1CCN(S(C)(=O)=O)CC1 | 13
O=[N+]([O-])c1cccc(/C=C/c2nc3ccc([N+](=O)[O-])cc3[nH]2)c1 | 12
CCN1CCC(=NNC(=O)c2ccco2)CC1 | 2
c1ccn(-c2ccc(N3CCOCC3)cc2)c1 | -5
Cc1ccc(-c2nn(-c3ccccc3)cc2CSC(=N)N)cc1 | 7
O=C(CN1C(=O)CSC1=O)Nc1ccc(C(=O)O)cc1 | 2
Cc1onc(-c2c(F)cccc2Cl)c1C(=O)Nc1nc2ccccc2[nH]1 | -13
COCCn1nnnc1CN(CCc1ccccc1)Cc1cc2ccc(C)cc2[nH]c1=O | 2
CN(C)c1cccc(NC(=O)CCc2ccccc2)c1 | 9
Cn1c(CNC(=O)c2ccco2)nnc1SCC(=O)N1c2ccccc2Sc2ccccc21 | 5
COc1ccc(N(C)C(=O)CC2(CC(=O)O)CCCCC2)cc1 | 0
Cc1occc1C(=O)Nc1cc(=O)n(C)c(=O)n1C | -13
CO/N=C/NC(=O)NOCc1c(Cl)cccc1Cl | -1

Compounds from the list above with a halogen, in the order listed:
SMILES | Artemis inh
COc1ccccc1C1/C(=C(/O)c2ccc(Cl)cc2)C(=O)C(=O)N1CCN1CCOCC1 (stereo unspecified) | 4
Clc1ccc(Oc2cccc(/C=N/n3cnnc3)c2)cc1 | 5
O=C(CSc1nnc(CN2CCOCC2)n1-c1ccc(Cl)cc1)N1CCc2ccccc21 | 3
O=C(Nc1ccc(Cl)c(C(F)(F)F)c1)N1CCCC(O)C1 (stereo unspecified) | -2
Cc1nn(-c2ccc(F)cc2)c(C)c1NS(=O)(=O)c1ccc(Cl)cc1 | 1
COC(=O)c1ccc(NC(=O)CN2CCN(c3ccc(Cl)cc3)CC2)cc1 | -10
CNC(=O)c1ccccc1F | 0
CCn1c(COc2ccc(Cl)cc2)nnc1SCC(=O)Nc1ccc2c(c1)OCO2 | -10
O=C1CC(c2ccco2)CC(O)=C1C=Nc1cc(Cl)cc(Cl)c1 (stereo unspecified) | 4
Cc1cc(C(F)F)n2nc(C(=O)Nc3ccc(S(=O)(=O)N4CCCCCC4)cc3)nc2n1 | -12
CCCCn1nnnc1SCC(=O)c1cc(Cl)ccc1OC | 2
Cc1ccccc1NC(C)C(=O)N/N=C/c1ccccc1OCc1cccc(Br)c1 (stereo unspecified) | 10
CC(C)(C)N(C=C(Cl)Cl)C(=O)NC1CCCCC1 | -4
Cc1onc(-c2c(F)cccc2Cl)c1C(=O)Nc1nc2ccccc2[nH]1 | -13
CO/N=C/NC(=O)NOCc1c(Cl)cccc1Cl | -1

The list continues.
SMILES | Artemis inh
COc1cccc(NC(=O)c2ccc(CN3CCOCC3)cc2)c1 | -4
CCc1ccccc1N(C(=O)CCC(=O)Nc1cc(C)on1)C(C(=O)NC1CCCC1)c1ccco1 (stereo unspecified) | 3
CC12CN3CCN(CC(C3)C1(O)CN1CCOCC1)C2 (stereo unspecified) | 11
Cc1cccc(NC(=O)c2cc(NC(=O)c3ccco3)ccc2Cl)n1 | -7
CC1=NN(c2ccc(N)cc2)C(=O)C1 | -8
Cc1nc(COC(=O)c2c(C)nn(-c3ccccc3)c2C)cs1 | 0
Nc1c2c(nc3ccccc13)CCC2 | -3
CCOC(=O)CC(=O)CSc1ncnc2c1oc1ccccc12 | -4
O=C(CC(c1ccccc1)c1ccccc1)Nc1ncn[nH]1 | 11
COc1cc2c(=O)n(Cc3ccccc3)c(=O)n(CC(=O)NCc3ccco3)c2cc1OC | -2
CC(C)COC(=S)Nc1ccccc1 | -1
CCN(C(N)=S)c1ccccc1 | 0
COc1ccc(OC)c(C(c2nnnn2Cc2ccccc2)N2CCC(C(N)=O)CC2)c1 (stereo unspecified) | 3
CCn1c(CCNC(=O)c2ccccc2Cl)n[nH]c1=S | -4
O=C(CCC(=O)Nc1ccccc1)NCCO | -6
C/C(=N\NC(=O)c1cc2ccccc2cc1O)c1ccc2c(c1)OCO2 | 12
N#CCCn1c(SCC(=O)NCc2ccco2)nc2ccccc21 | 6
CCOC(=O)c1cc2c(=O)n3cccc(C)c3nc2n(CC2CCCO2)c1=NC(C)=O (stereo unspecified) | 2
CC(C)OC(=O)CSc1nnc(-c2ccc(Cl)cc2Cl)o1 | -5
CCCCCn1c(SCCc2ccccc2)nc2c1c(=O)[nH]c(=O)n2C | -1
CCOc1cc(/C=C2\C(=O)N(Cc3ccc(C)cc3)C(C)=C2C(=O)OC)ccc1O | 0
CC(C)=C1C2C=CC1C1C(=O)N(c3ccc4c(c3)OCO4)C(=O)C21 (stereo unspecified) | 3
CCOC(=O)C1=C(C)N(C)C(C)=C(C(=O)OCC)C1c1ccccc1 | -1
CC(C)c1nc2ccc(NC(=O)C3CCCCC3)cc2[nH]1 | 1
CN(C)C(=S)NCc1ccccc1 | -5
CCOC(=O)C1=C(C)NC(=O)NC1c1ccc(OC)c(CN2CCOCC2)c1 (stereo unspecified) | -1
CCOc1ccc(N2C(=O)CC(N3CCN(C(=O)c4ccco4)CC3)C2=O)cc1 (stereo unspecified) | 3
COc1ccc2c(c1)[nH]c1c(=O)n(CCN3CCCC3)cnc12 | 9
S=c1[nH]nc(-c2cc3c(s2)-c2ccccc2CC3)o1 | 26
Cc1cc(N2CCCCC2)nc(NCc2ccccc2)n1 | 7
CCc1nc(NCc2ccccn2)c2oc3ccccc3c2n1 | -5
Cc1nn2c3ccccc3n(CCN3CCCCC3)c2nc1=O | 3
N#Cc1nc(COc2ccccc2)oc1NCCN1CCOCC1 | -3
Cc1[nH]nc2c1C(c1ccc(Cl)cc1)C(C#N)=C(N)O2 (stereo unspecified) | 9
O=S1(=O)CCN2C(c3ccc4c(c3)CCCC4)=CSC2=N1 | -8
C=CCn1c(SCC(=O)Nc2ccc3c(c2)OCO3)nnc1-c1ccccc1OC | -3
Cc1ccccc1-c1nc2ccccc2c(=O)n1/N=C/c1ccccc1[N+](=O)[O-] | 3
CCOC(=O)NC(CC(=O)O)c1ccc(OC)cc1 (stereo unspecified) | -1
CCOC(=O)C(C)n1ncn2cccc2c1=O (stereo unspecified) | 33*
Cc1cc(Cl)ccc1OCC(=O)NCCCN1CCOCC1 | 2
CC(NC(=O)C(=O)NN=C1CCCCCC1)c1ccccc1 (stereo unspecified) | 8
N#CC1=C(Nc2ccccc2)SC=C(c2ccc(Cl)c(Cl)c2)N=C1N1CCOCC1 | 14
CCCCN(CCCC)S(=O)(=O)c1ccc(OC)c2ncccc12 | 0
O=C(Nc1ccccn1)NC12CC3CC(CC(C3)C1)C2 | 2
Cc1nn(-c2ncc(C(F)(F)F)cc2Cl)c(=O)n1-c1ccccc1Cl | 1
C1CSC2(N1)C1CC3CC2CC(C1)C31NCCS1 (stereo unspecified) | -5
COc1ccc(NC(=O)CSc2nnc(Cn3cnc4ccccc43)n2C)cc1 | -4
CCOCCN(C(=O)COC)c1cccc(OC)c1 | -8
OC(CNCc1ccco1)COc1ccccc1 (stereo unspecified) | -5
Cc1cccc(-c2nnn(Cc3nnc(NC(=O)c4ccccc4)s3)n2)c1 | -4
COc1ccccc1NC(=O)C1=C(C)Nc2nc(CCCO)nn2C1c1ccc2c(c1)OCO2 (stereo unspecified) | 3
CC(=O)NCCc1ccc(S(=O)(=O)N2CCOCC2)cc1 | -2
Cc1cccc(C(=O)O/N=C/c2c(Cl)n(C)c3ccccc23)c1 | -1
COc1ccc(OC)c(C2/C(=C(\O)c3ccc(OC)c(Cl)c3)C(=O)C(=O)N2CCN(C)C)c1 (stereo unspecified) | 5
O=C(COc1ccc(-c2nnco2)cc1)N1CCN(S(=O)(=O)c2ccccc2)CC1 | 0
COC(=O)c1ccc(OCC(=O)NC(C)(C)C)cc1 | -3
CC1(C)CC(=O)C2=C(C1)N(c1ccccc1C#N)C(N)=C(C#N)C2c1cccs1 (stereo unspecified) | 9
CC(=O)N/N=C/c1cc([N+](=O)[O-])ccc1OCCOc1ccccc1 | 4
CC(C)c1nc2n[nH]c(N)c2c2c1CCCC2 | -6
Cc1csc(N(C(=O)c2ccc(S(=O)(=O)N(C)C)cc2)c2ccccc2)n1 | -3

Following part.
SMILES | Artemis inh
CCCC(=O)c1c[nH]c(C(=O)NCc2ccco2)c1 | 3
CCCCCOc1ccc(C(=O)NC(CCC)C(=O)O)cc1 (stereo unspecified) | -5
CCC(=O)Nc1ccc(NC(=O)Cc2ccccc2)cn1 | 5
N#CC(C(N)=O)=C1CCC2(CC1)OCCCCO2 | -2
NC(=O)c1nsc(C(=O)N(CC(=O)NCc2ccc(F)cc2)Cc2ccco2)c1N | 0
CCOC(=O)CC(NC(=O)c1ccco1)c1ccccc1Cl (stereo unspecified) | -7
CCCn1c(SCC(=O)c2ccc3c(c2)OCCO3)nnc1C(C)C | -2
